NR1D1 modulator: modulators of Rev-erb alpha DNA binding, primary screen, biochemical, FITC-DNA, fluorescence polarization, uHTS; Nuclear receptor subfamily 1 group D member 1 (Homo sapiens), P20393; Rev-erbα–FITC-DNA binding, 90 min; activity, % at 10 µM; actives 0.79% (n = 370,000);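 active = activity above about 14%, limit read from the data; passing the limit was not always enough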;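 note: 0% = DMSO wells with 35 nM protein and 100% = DMSO wells with 750 nM protein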
Target sequence (P20393 whole entry, looked up): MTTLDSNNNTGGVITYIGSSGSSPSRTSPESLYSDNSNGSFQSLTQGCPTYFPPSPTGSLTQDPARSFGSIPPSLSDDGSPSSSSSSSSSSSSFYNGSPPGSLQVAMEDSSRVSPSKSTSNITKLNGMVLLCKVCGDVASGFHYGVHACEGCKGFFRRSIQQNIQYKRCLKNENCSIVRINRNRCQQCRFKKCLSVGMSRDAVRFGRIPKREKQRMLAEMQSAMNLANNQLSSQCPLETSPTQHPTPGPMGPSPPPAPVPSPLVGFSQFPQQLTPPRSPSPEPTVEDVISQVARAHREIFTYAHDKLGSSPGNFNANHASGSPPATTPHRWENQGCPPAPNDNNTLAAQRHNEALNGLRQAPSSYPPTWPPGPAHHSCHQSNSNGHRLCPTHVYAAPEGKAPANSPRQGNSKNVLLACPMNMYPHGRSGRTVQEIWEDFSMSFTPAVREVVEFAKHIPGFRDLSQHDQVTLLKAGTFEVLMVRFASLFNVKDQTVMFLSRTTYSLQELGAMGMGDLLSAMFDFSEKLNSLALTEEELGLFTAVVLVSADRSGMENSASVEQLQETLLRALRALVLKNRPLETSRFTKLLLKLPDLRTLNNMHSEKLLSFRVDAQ
DAX1 inh-1: DAX1 (NR0B1) inhibitors on StAR promoter, primary screen, cell-based, luminescence, SF-1 (NR5A1), full-length DAX-1. HEK293T StAR-luciferase reporter, SF-1/DAX-1 repression relief. inhibition, % at 6.8 µM. actives 1.1% (n = 370,000). AID 652010, 2013;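 active = inhibition above the mean over all tested compounds plus 3 SD, cut at about 3.6% in these data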;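 note: 0% = DAX-1 cells with DMSO and 100% = cells lacking DAX-1 with DMSO; higher inhibition means more luminescence from relief of DAX-1 repression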
ADAM17 inh: ADAM17 inhibitors, primary screen, biochemical, QFRET; Disintegrin and metalloproteinase domain-containing protein 17 (Homo sapiens), P78536; recombinant ADAM17, EDANS/DABCYL FRET peptide cleavage; inhibition, % at 6.95 µM; actives 0.83% (n = 370,000);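 active = inhibition above the mean of compounds lying between control limits plus 3 SD, set per campaign, cut at about 8.5% in these data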;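 note: 0% = DMSO-only wells as the low control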
MBD2 inh: inhibitors of MBD2 binding to methylated DNA, primary screen, biochemical, TR-FRET, DNA-binding domain, human; Methyl-CpG-binding domain protein 2 (Homo sapiens), Q9UBB5; MBD2 binding to methylated oligonucleotide; inhibition, % at 4.4 µM; actives 0.31% (n = 370,000); AID 686964, 2013; in the data active = inhibition above about 13%
Target sequence (Q9UBB5 whole entry, looked up, the tested form may be a part): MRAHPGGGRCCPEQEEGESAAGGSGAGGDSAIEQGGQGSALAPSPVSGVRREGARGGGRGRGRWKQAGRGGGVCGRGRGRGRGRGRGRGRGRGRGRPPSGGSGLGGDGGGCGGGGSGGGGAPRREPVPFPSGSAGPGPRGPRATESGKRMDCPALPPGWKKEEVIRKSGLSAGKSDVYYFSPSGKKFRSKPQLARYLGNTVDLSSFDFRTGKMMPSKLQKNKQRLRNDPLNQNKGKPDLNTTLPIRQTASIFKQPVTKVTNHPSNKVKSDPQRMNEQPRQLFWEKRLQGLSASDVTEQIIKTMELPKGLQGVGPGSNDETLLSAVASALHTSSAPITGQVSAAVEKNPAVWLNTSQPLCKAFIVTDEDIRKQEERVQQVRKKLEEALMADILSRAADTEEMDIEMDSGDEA
PLC-gamma1 inh: PLC-gamma1 enzyme inhibitors, primary screen, biochemical, fluorescence, purified enzyme | actives 0.84% (n = 370,000) | AID 720700, 2013 | fluorogenic substrate | inhibition, % at 12.2 µM | 1-phosphatidylinositol 4,5-bisphosphate phosphodiesterase gamma-1 (Homo sapiens), P19174; in the data active = inhibition above about 9.5%
PLC-beta3 inh: human PLC-beta3 inhibitors, primary screen, biochemical, fluorescence; actives 0.18% (n = 370,000); 1-phosphatidylinositol 4,5-bisphosphate phosphodiesterase beta-3 (Homo sapiens), Q01970; inhibition, % at 12.2 µM; Purified PLC-beta3, fluorogenic substrate; AID 720704, 2013; in the data active = inhibition above about 11%;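 note: 0% = median of compound wells on plate and 100% = full blocker control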
DAX1 inh-2: DAX1 (NR0B1) inhibitors, primary screen, cell-based, HEK293, Gal4-DAX1, luciferase luminescence | Nuclear receptor subfamily 0 group B member 1 (Homo sapiens), P51843 | HEK293 Gal4-DAX1 luciferase reporter | inhibition, % at 6.75 µM | actives 0.99% (n = 340,000) | AID 504766, 2011;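 active = inhibition above the mean over all tested compounds plus 3 SD, cut at about 4.2% in these data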;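 note: 0% = DAX1-transfected cells with DMSO and 100% = empty-vector control cells with DMSO; inhibition shows as a rise in luminescence from relieved DAX1 repression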
SMARCA2 act: SMARCA2 (BRM) function activators, primary screen, cell-based, luminescence, high throughput. MG213 cells, MMTV-luciferase reporter, dexamethasone, overnight. activation, % at 9.1 µM. actives 1% (n = 370,000); in the data active = activation above about 7.8%;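 note: 0% = vehicle wells and 100% = reference activator wells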
hgDAF-12 ag: H. glycines DAF-12 receptor agonists, primary screen, cell-based, luminescence, HEK293, GAL4 fusion, UAS-luciferase; Nuclear hormone receptor DAF-12 (Heterodera glycines), GAL4 fusion; HEK293 GAL4-hgDAF12 UAS-luciferase reporter, agonist luminescence; normalized to butyrate control; activation, % at 6.8 µM; actives 1.8% (n = 370,000);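 active = activation above a cutoff set at the mean of all screened compounds plus 3 SD, cut at about 10% in these data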;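 note: 0% = DMSO wells and 100% = sodium butyrate wells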
ssDAF-12 act: S. stercoralis DAF-12 nuclear receptor activators, primary screen, cell-based, luminescence, HEK293, GRIP1 co-expression, lit1-tk-luc; actives 1% (n = 370,000); Nuclear hormone receptor DAF-12 (Strongyloides stercoralis); activation, % at 6.8 µM; HEK293 ssDAF-12/GRIP1 lit1-tk-luc reporter; % of 3 µM dafachronic acid response;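 active = activation above the mean over all tested compounds plus 3 SD, cut at about 0.9% in these data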;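 note: 0% = DMSO-only wells and 100% = 3 µM delta7-dafachronic acid wells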
hcDAF-12 act: H. contortus DAF-12 nuclear receptor activators, primary screen, cell-based, luminescence, HEK293, lit1-tk-luc reporter; HEK293 hcDAF-12 lit1-tk-luc reporter; 0% DMSO, 100% Δ7-dafachronic acid; activation, % at 6.8 µM; actives 1.4% (n = 370,000); AID 652067, 2013;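 active = activation above the mean of all tested compounds plus 3 SD, cut at about 5.5% in these data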;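 note: 100% = response to 3 µM Δ7-dafachronic acid high control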
The depositor's hits bear a star; i = inactive; · = not tested or not shown; & = joins results of further samples.

SMILES,hcDAF-12 act,PLC-beta3 inh,PLC-gamma1 inh,DAX1 inh-1,NR1D1 modulator,ssDAF-12 act,DAX1 inh-2,MBD2 inh,SMARCA2 act,ADAM17 inh,hgDAF-12 ag
O=C(Nc1cc(C(F)(F)F)ccc1Cl)C(NCc1ccccc1)c1ccccc1 (stereo not drawn),-2.2,-2,3,-0.3,-2,-1.6,0.3,3,-1,1,1.2
COc1cc2c(C#CCCO)c(-c3ccsc3)oc(=O)c2cc1OC,-3.1,-110,-71,-1.2,-13,-2.0,-3.5,3,9.3*,-47,-4.8
COc1ccccc1CNC(=O)COC(=O)c1ccc(Cl)nc1,0.8,-4,-4,0.9,-4,-1.6,1.2,4,-3,-2,0.4
CCOc1ccc(N=Cc2ccccc2O)cc1,-0.1,-2,-2,-0.3,-5,-0.9,3.2,-2,2,-2,4.0
COc1ccc(CNC(=O)c2c(F)c(F)c(F)c(F)c2F)cc1,-1.0,-1,6,-0.3,-8,-1.0,0.6,-3,-1,-1,0.3
O=C(COc1ccc(Cl)cc1)N1CCN(c2ncccn2)CC1,-1.0,3,1,-0.2,-1,-0.8,0.5,0,1,-2,1.3
Cc1ccc(-c2nc3cc(N)ccc3o2)c(C)c1,4.8,i,i,2.5,3,0.0,0.8,-1,-1,-64,12*
CCSc1nc(=O)n(-c2ccccc2)c(C)c1C(C)=O,-0.4,1,2,0.1,5,-0.8,1.5,1,0,-4,0.7
O=C(CCc1nnc2ccc(NCc3ccc(Cl)cc3)nn12)NC1CCCCC1,0.2,-7,1,0.0,0,-1.4,0.3,-2,-3,3,-0.6
Cc1c(C(=O)NCCc2ccccc2)oc2ccc(S(=O)(=O)N3CCC4(CC3)OCCO4)cc12,-3.1,-1,2,-1.6,-3,-1.9,-1.2,-1,-3,7,-4.2
CC1=CC(C)C2C(=O)N(CCC[N+](C)(C)C)C(=O)C2C1 (stereo not drawn),-0.8,5,7,0.4,1,-1.2,0.3,3,2,-1,0.7
Cc1ccccc1NC(=O)Cc1nc(COC(=O)C(C)(C)Oc2ccc(Cl)cc2)cs1,0.6,1,2,0.0,10,-1.1,-0.1,3,-2,6,2.3
N#C/C(C(=O)NCc1ccccc1)=C1/SC(Cc2ccc(Cl)cc2)C(=O)N1c1ccccc1 (stereo not drawn),1.9,-1,-3,-0.5,-7,-1.1,0.7,0,-2,-2,-3.0
CCOC(=O)c1cccc(NC(=O)CN(C)S(=O)(=O)c2ccc(F)cc2)c1,-2.1,-1,-3,-1.1,-3,-1.3,·,1,0,0,-0.4
COC(=O)c1cc(-c2ccc(C(C)=O)cc2)c(=O)n2c1CCC2,1.8,i,i,0.1,-1,-1.4,·,3,0,-278,4.1
COc1ccc(OC)c(NC(=O)Cn2c(=O)n(CC3CCCO3)c(=O)c3cc(OC)c(OC)cc32)c1 (stereo not drawn),-3.0,2,3,0.2,-12,-1.5,-0.6,-1,2,0,1.2
O=C(NC1CCN(Cc2ccccc2)CC1)c1cccc(NS(=O)(=O)c2ccc(Br)cc2)c1,-2.6,-2,-1,-2.4,0,-1.6,-0.7,2,-4,2,-3.6
O=C(CSc1nc2[nH]ncc2c(=O)[nH]1)Nc1ccc(Cl)c(Cl)c1,-0.6,-2,2,0.9,8,-0.7,0.1,0,-1,-1,0.3
COc1cccc(/C=C2/SC(=S)N(CCC(=O)N3CCOCC3)C2=O)c1,-1.7,-7,0,-0.2,1,-1.0,3.6,-5,0,1,0.8
Cc1ccc(CSCC(N)C(=O)O)cc1 (stereo not drawn),-3.0,-7,2,0.2,-2,-1.9,·,-5,-3,2,-0.7
COc1ccc(NC(=O)COCC(=O)Nc2ccc(C)cc2)cc1,-0.3,-5,2,-0.3,4,-0.7,5.6*,6,-3,-3,-1.2
CN(C)C(=O)Oc1cccc([N+](C)(C)C)c1,-0.6&-1.7,0&-1,-1&-1,-0.4&0.8,-10&-6&-11,-0.5&-1.4,0.0&0.0,5&-5,-2&-5,-7&-6,0.9&-5.3
N#Cc1cnn2cc(-c3ncc(C(F)(F)F)cc3Cl)cnc12,-1.5,-70,-48,-0.5,0,-1.6,0.1,3,-2,-19,1.8
C=CCn1c(SCC(=O)NCC(=O)OCC)nnc1-c1ccccn1,-0.2,0,0,0.1,-2,-0.3,1.7,0,0,-2,5.6
CCOC(=O)c1c(NC(=O)C(F)(OC)C(F)(F)F)sc2c1CCN(C)C2 (stereo not drawn),-0.9,-33,-25,0.5,0,-1.3,-0.3,-9,-1,-31,4.0
CC(C)COc1ccc(-c2csc(N3CCC(C(N)=O)CC3)n2)cc1,-4.0,0,-1,·,6,-1.9,·,1,·,2,4.2
CCc1ccccc1NS(=O)(=O)Cc1ccccc1,-1.6,9,8,0.0,0,-1.4,1.6,3,-3,1,0.6
CC1CCN(C(=O)COC(=O)/C=C/c2ccc(Br)o2)CC1,1.0,-27,-5,-0.7,-34,-0.7,-0.4,9,-1,-4,1.9
CCc1ccc(NC(=O)c2ccc3c(c2)C(=O)N(Cc2ccco2)C3=O)cc1,2.4,-3,1,0.2,1,-0.4,-0.5,-1,1,-3,6.9
CCN(CC)CCCn1c(=S)[nH]c2ncccc2c1=O,-0.9,-28,-22,-0.2,-3,-1.2,-0.4,11,-2,-43,-1.0
O=S1(=O)CC(N2CCN(CC3CC3)CC2)CN1Cc1ccccc1 (stereo not drawn),-0.2,1,1,-0.3,2,-0.7,·,-4,-2,-5,-1.7
Cc1ccc(S(=O)(=O)N2CCOCC2)cc1NC(=O)COC(=O)C1COc2ccccc2O1 (stereo not drawn),-0.5,3,4,0.1,-2,-0.1,-0.5,0,1,-1,3.1
CC(C)(C)CC(C)(C)NC(=S)Nc1ccc(S(=O)(=O)N2CCOCC2)cc1,-2.5,4,1,-0.2,2,-1.0,-1.3,1,0,4,-1.7
Cc1cc(=O)[nH]c(SCCOc2cccc(C(F)(F)F)c2)n1,1.9,0,-2,0.9,1,-0.7,0.5,7,-1,-3,-0.3
O=C(Nc1ccc(Oc2cccnc2)cc1)C1CCN(Cc2ccccc2F)CC1,-0.7,-1,2,-3.3,1,-1.3,-0.9,-5,-3,0,-2.2
CSc1ccc(Cl)c(C(=O)NCCOc2cc(C(C)C)ccc2C)c1,-1.5,-1,-2,-0.5,1,-1.9,0.9,-2,-3,4,0.4
COc1cccc(OCc2cc(/C=N/NC(=O)c3ccn[nH]3)ccc2OC)c1,-0.2,0,-1,0.0,-1,-0.8,2.0,1,1,3,4.7
O=C(Nc1cccnc1)C1CCCN(S(=O)(=O)c2cccc3nsnc23)C1 (stereo not drawn),-2.3,7,3,-0.5,-2,-1.3,-1.2,-4,-7,1,-2.6
Cc1ccc2c(c1)C=CC(C)N2C(=O)c1ccccc1 (stereo not drawn),2.2,2,-1,0.6,-1,-0.5,-0.5,1,0,-1,0.5
CN(C)/C=N/c1c(C#N)cnn1-c1nc2ccccc2s1,-1.4,9,4,-1.2,50*,-1.9,1.4,-5,0,1,-5.0
O=C(O)c1ccc(CNC(=O)C2CCN(S(=O)(=O)c3cccs3)CC2)cc1,1.1,4,-1,-0.1,10,-1.4,1.4,2,0,-3,1.1
COc1cccc(/C=C/C(=O)c2cccc([N+](=O)[O-])c2)c1,-3.0,-13,2,-0.2,-7,-1.6,-0.8,-2,-1,0,-2.0
O=[N+]([O-])c1nn(-c2ccc(Cl)cc2)n(O)c1=NCc1cccnc1,2.6,2,4,0.0,-4,-0.7,1.0,-1,2,0,8.7
Oc1ccc(Br)cc1Cn1nnc2ccccc21,0.0,-7,-1,-0.2,6,-1.5,1.4,5,-2,0,-1.3
O=C(c1ccc2c(c1)OCO2)N1CCN(c2ccc(F)cc2)CC1,0.7,1,3,0.2,-4,-0.9,-0.8,3,-2,-4,0.6
Cc1cccc(NC(=O)Nc2cc(C)on2)c1,-0.7,0,1,0.2,-6,-0.9,-0.3,1,2,-3,3.5
COc1ccc(-n2nnnc2CNC(=O)c2ccc3c(c2)OCO3)cc1,-2.1,-11,-1,0.3,4,-0.7,0.4,9,-2,-8,0.7
CSCCC(NS(=O)(=O)c1ccccc1F)C(=O)NCc1ccncc1 (stereo not drawn),0.6,-4,2,-0.2,-2,-1.2,0.7,-2,-1,3,2.2
O=C1CC(/C=C/c2ccc(Cl)cc2)=Nc2ccccc2N1,2.3,-5,0,0.5,2,-0.9,2.6,-5,6,6,17*
CC(=O)N1c2ccc(S(=O)(=O)NCCC(=O)Nc3ccc(C)c(Cl)c3)cc2CC1C (stereo not drawn),-1.3,-6,-1,-0.4,0,-1.4,-0.5,-2,1,-6,0.9
CC(=O)Nc1cccc(-c2ccnc3c2CC(C)(C(=O)Nc2cccc(Oc4ccccc4)c2)O3)c1 (stereo not drawn),-2.1,-1,0,-0.1,-6,-1.3,·,-4,-6,9.6*,-2.5
Cc1ccc(-c2nc3c4ccccc4ccn3c2Cc2cccc(Cl)c2)cc1,2.2,-15,-15,-0.6,1,0.5,·,1,-2,-8,6.8
Clc1ccc(-c2cnc3cccnn23)cc1,2.9,i,i,0.8,-1,0.0,·,-8,0,-265,7.6
COc1ccc(NS(=O)(=O)c2cccc(C(=O)N3CCN(S(=O)(=O)c4ccccc4)CC3)c2)cc1,-0.8,1,3,-0.5,0,-1.1,0.2,-6,-3,3,-3.6
Cc1ccc(OCCN2CCN(C(=O)CCC(=O)Nc3nnc(C)s3)CC2)cc1,-1.1,-4,1,-0.9,-3,-0.8,0.0,3,-1,-5,0.3
Cc1ccc(OCC(=O)Nc2ccc(S(=O)(=O)NC3=NCCCCC3)cc2)cc1,-2.2,-2,-2,0.3,-7,-0.7,0.0,-3,-3,-3,-0.7
COC(=O)C(c1ccccc1)C(CC(=O)c1ccccc1)c1ccccc1 (stereo not drawn),0.2,7,2,-0.8,4,-0.6,1.4,-1,0,-1,3.8
